RXFP1 ag = qHTS Assay for Agonists of the Relaxin Receptor RXFP1. Relaxin receptor 1 (Homo sapiens), Q9HBX9. HEK293T-RXFP1 cAMP TR-FRET, 30 min; response scale: percent of porcine relaxin response, buffer zero. Potency, µM (titrated, usually from 57.5 µM), inactives show at the top dose activation, usual class: activators. 370,000 compounds, 0.3% hits. AID 2676, 2010; also: potency is read from the fitted curve at half-maximal effect; % is scaled to controls: 0 for no effect and ±100 for the full control effect; nearly all actives have a fitted effect of over 60% in size; many of its hits are not listed in these tables
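Agonist response is measured as cAMP accumulation in an RXFP1-transfected HEK293T line under PDE4 inhibition. Values are scaled between buffer-only and 29 nM porcine relaxin, and EC50s come from standard Hill equation fits.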
D1 antagonist = Antagonist of Human D 1 Dopamine Receptor: qHTS; D(1A) dopamine receptor (Homo sapiens), P21728; HEK293 TREx D1 cells, calcium flux, dopamine EC80; hits give low values; activity change, negative = inhibition, % at 10 µM; 360,000 compounds, 3.2% hits; AID 504652, 2011; in the data active = activity change below about -30%; also: % is scaled to controls: 0 for no effect and ±100 for the full control effect
Target sequence (P21728 whole entry, looked up): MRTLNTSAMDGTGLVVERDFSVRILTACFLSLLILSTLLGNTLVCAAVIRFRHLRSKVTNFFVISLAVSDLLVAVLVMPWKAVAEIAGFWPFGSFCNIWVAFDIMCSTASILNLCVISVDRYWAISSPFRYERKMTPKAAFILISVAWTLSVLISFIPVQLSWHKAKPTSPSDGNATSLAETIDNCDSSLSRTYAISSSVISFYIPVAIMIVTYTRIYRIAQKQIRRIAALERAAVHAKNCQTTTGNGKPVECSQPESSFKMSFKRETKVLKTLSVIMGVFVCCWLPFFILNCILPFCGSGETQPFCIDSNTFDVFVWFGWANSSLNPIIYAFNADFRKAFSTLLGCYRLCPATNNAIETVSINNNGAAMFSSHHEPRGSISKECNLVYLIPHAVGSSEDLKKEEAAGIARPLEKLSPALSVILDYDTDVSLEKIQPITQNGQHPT
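Allosteric or orthosteric antagonism assessed as attenuation of the calcium response to EC80 dopamine, added 180 s after compound, in induced HEK293 Trex D1 cells loaded with no-wash calcium dye.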
D1 agonist = Allosteric Agonists of the Human D1 Dopamine Receptor: qHTS | D(1A) dopamine receptor (Homo sapiens), P21728 | HEK293 T-REx D1 cells, calcium flux, agonist mode | activation, % at 2 µM | 360,000 compounds, 1% hits | AID 504660, 2011; in the data active = activation above about 30%; also: 0% is about no effect
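Agonism was scored from calcium flux recorded over 180 s (1 read/s) after pintool compound addition, following a 10-cycle baseline. Cells were inducible force-coupled HEK293 TREx D1, plated overnight at 30 C and loaded with no-wash calcium dye.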
GRP78 ERSR act = qHTS for Inducers of the Endoplasmic Reticulum Stress Response (ERSR) in Human Glioma: qHTS; U87-MG GRP78 promoter luciferase reporter, 16 h; Potency, µM, for the others: at the highest dose activation, usual class: activators; 420,000 compounds, 0.02% hits; also: potency is read from the fitted curve at half-maximal effect; series mostly up to about 76 µM; % of control where 0% means no effect; nearly all actives have a fitted effect of over 35% in size
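Stably transfected U87-MG human glioma cells carrying a GRP78-based luminescent sensor were seeded at 1000 cells/well, pin-dosed with compounds and incubated 16 h. Luciferase reagent was then added, and end-point luminescence was read after 10 min at room temperature.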
LDHA block = qHTS assay for inhibitors of human lactate dehydrogenase. 480,000 compounds, 0.15% hits. purified LDHA, NADH/diaphorase-resazurin fluorescence; hits give low values. activity change, % (values are at about 110 or 230 µM). AID 1347041, 2019. L-lactate dehydrogenase A chain (Homo sapiens), P00338; in the data active = activity change below about -30%; inconclusive = mostly about -25% to -30%;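 also: plate controls were DMSO wells for no effect and wells without enzyme for full effect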
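LDH5 2 nM; NADH 0.06 mM, pyruvate 0.2 mM; 200 mM Tris pH 7.4, EDTA, Tween-20; 5 min RT. Detection: diaphorase 0.133 mg/mL + resazurin 37 µM, fluorescence ex540/em590 at 0 and 20 min; normalized to enzyme-free and DMSO wells.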
D2 PAM = HTS Assay for Positive Allosteric Modulators of the Human D2 Dopamine Receptor: Primary Screen for Potentiators; D(2) dopamine receptor (Homo sapiens), P14416; HEK293 T-REx D2, calcium flux, EC20 dopamine potentiation; potentiation, % at 10 µM; 340,000 compounds, 0.34% hits; AID 485347, 2010;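 active = potentiation over 3 SD above the plate norm, cut at about 30% in these data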; also: 0% is about no effect
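Potentiation of an EC20 dopamine calcium response measured kinetically over 180 s, after a preceding 180 s compound-only read flagging agonists. Cells: inducible Hek293 Trex D2 line, 4000/well, cultured overnight at 30 C before dye loading.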
Vif-A3G inh = qHTS for Inhibitors of Vif-A3G Interactions: qHTS; 410,000 compounds, 0.076% hits; Potency, µM (titrated, usually from 46.1 µM), inactives show top-dose activity, negative = active, most hits filed as inhibitors; DNA dC->dU-editing enzyme APOBEC-3G (Homo sapiens), Q9HC16; HeLa A3G-eYFP + Vif (tagged APOBEC3G with the HIV-1 protein that degrades it), YFP fluorescence, overnight;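 also: potency is read from the fitted curve at half-maximal effect; % is scaled to controls: 0 for no effect and ±100 for the full control effect; nearly all actives have a fitted effect of over 60% in size; hits raise eYFP signal because A3G escapes Vif-driven loss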
Target sequence (Q9HC16 whole entry, looked up): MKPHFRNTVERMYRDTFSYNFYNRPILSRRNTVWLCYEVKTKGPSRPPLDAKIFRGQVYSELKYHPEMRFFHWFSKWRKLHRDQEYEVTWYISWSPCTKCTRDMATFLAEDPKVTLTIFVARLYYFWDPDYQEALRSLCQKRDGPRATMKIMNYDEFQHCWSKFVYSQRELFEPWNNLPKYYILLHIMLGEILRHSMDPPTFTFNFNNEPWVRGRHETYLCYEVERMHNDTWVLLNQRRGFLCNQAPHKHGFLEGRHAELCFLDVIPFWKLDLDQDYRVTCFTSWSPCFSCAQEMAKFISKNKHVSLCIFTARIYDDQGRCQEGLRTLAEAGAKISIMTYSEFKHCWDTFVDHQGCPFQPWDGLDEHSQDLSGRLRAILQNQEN
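Read-out is eYFP fluorescence (Ex 488/Em 500-530) from Vif-expressing HeLa A3G-eYFP cells; more signal means A3G escaped Vif-mediated degradation. Cells plated overnight, compound pinned in, incubated overnight at 37 deg C.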
D1 PAM = Potentiators of Human D1 Dopamine Receptor: qHTS. D(1A) dopamine receptor (Homo sapiens), P21728. HEK293 TREx D1 cells, calcium flux, dopamine EC20 potentiation. potentiation, % at 10 µM. 360,000 compounds, 0.036% hits. AID 504651, 2011; in the data active = potentiation above about 30%; also: 0% is about no effect
Vif-A3F inh = qHTS for Inhibitors of Vif-A3F Interactions: qHTS | HeLa A3F-eYFP + Vif (tagged APOBEC3F with the HIV-1 protein that degrades it), YFP fluorescence increase | Potency, µM (doses to about 46.1 µM), for the others: at the top dose activity, negative = active | 390,000 compounds, 0.2% hits; also: potency is read from the fitted curve at half-maximal effect; % of control where 0% means no effect; nearly all actives have a fitted effect of over 65% in size
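Fluorescence increase (Ex 488/Em 500-530) after overnight compound treatment at 37 deg C flags inhibition of Vif-driven A3F-eYFP loss in stable HeLa A3F-eYFP/Vif cells seeded overnight beforehand.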
Numbers without * were called inactive; ? = inconclusive; · = not tested or not shown; & = joins results of further samples. Unless noted, calls follow the shape of the dose curve; as a rule, active = well fitted curve in the direction sought with a large enough effect; inconclusive = small, poorly fitted or top-dose-only effect, or another doubt; inactive = no such curve, though single readings can be large; an effect the other way counts as inactive or inconclusive. A portion of the library, so the mix of outcomes need not match the whole.

Results follow in this order: RXFP1 ag	D1 antagonist	D1 agonist	GRP78 ERSR act	LDHA block	D2 PAM	Vif-A3G inh	D1 PAM	Vif-A3F inh
Cc1c(NC(=O)COC(=O)C(c2ccc(Cl)cc2)C(C)C)c(=O)n(-c2ccccc2)n1C (centres undefined)
→ -0.5%	2	2	-2%	0	1	1%	-2	5%
CC1CCCN(S(=O)(=O)c2cc3c4c(c2)CC(=O)N4CCC3)C1 (centres undefined)
→ 1.6%	·	-2	1%	4	-4	1%	-1	-1%
O=C(OCC(=O)c1c[nH]c2ccccc12)c1cncc(Br)c1
→ ·	·	·	7%	-5	·	0%	·	6%
O=C1CC(/C=C/c2ccccc2)(C(=O)NC2CCCC2)N1c1ccc(S(=O)(=O)N2CCCC2)cc1 (centres undefined)
→ 0.6%	-11	7	0%	-10	10	-2%	-2	0%
C=CCOc1ccc(/C=N/NC(=O)c2cc3c(OC)cc(OC)cc3[nH]2)cc1
→ 0.6%	-17	1	-1%	-1	-3	-6%	-6	3%
COc1ccc(S(=O)(=O)N(CC(=O)NCc2ccncc2)c2ccc(C)cc2)cc1OC
→ 0.6%	-2	0	-4%	-7	14	1%	-4	-7%
Cn1c(N2CCOCC2)nc2c1c(=O)n(Cc1ccc(Cl)cc1)c(=O)n2C
→ ·	·	·	0%	-1	·	-1%	·	-5%
COc1cc(C(=O)Oc2ccccc2/C=N/NC(=O)c2ccc(C)c(Cl)c2)cc(OC)c1OC
→ 1.5%	6	1	5%	-8	4	1%	0	1%
CCOc1ccc(CC(=O)NCC(=O)NCc2cc(=O)n(C)c(=O)n2C)cc1
→ 0.6%	4	1	-5%	-5	2	-3%	-2	0%
CC1(c2ccccc2)NC(=O)N(NC(=O)COC(=O)c2cc(Br)ccc2O)C1=O (centres undefined)
→ 0.3%	-8	9	-5%	-1	2	0%	0	5%
Cc1ccc(CN(C)C(=O)COc2ccc(S(=O)(=O)N3CCCC3)cc2[N+](=O)[O-])c(C)c1
→ 0.1%	-4	0	-2%	0	6	2%	-1	6%
O=C(Nc1ccc(Cl)cc1)NC1CCCC1Cc1ccco1 (centres undefined)
→ 0.6%	-25	13	0%	0	-16	0%	-8	-9%
CCOCCCNC(=O)c1c(-c2ccccc2)noc1C
→ -1.9%	-15	-1	-3%	-8	-2	1%	-7	·
CN(C)S(=O)(=O)c1ccc2c(c1)nnn2CCNC(=O)Nc1ccc(Br)cc1
→ 1.7%	-5	3	-1%	-4	5	2%	0	12%
COc1cc(Br)c(C2C(C#N)=C(N)Oc3n[nH]c(-c4cccnc4)c32)cc1OC (centres undefined)
→ 1.2%	-13	2	-6%	-5	-7	-10%	-9	9%
Cc1nc2ccccn2c1-c1ccnc(=S)[nH]1
→ 20%	-13	1	0%	3	8	0%	2	6%
O=S(=O)(Nc1ccc(S(=O)(=O)N2CCCCCC2)cc1)c1cccs1
→ -1.1%	-4	0	-1%	-13	1	-7%	-1	-7%
CN(CCNC(=O)c1c[nH]c2c1ccc1ccccc12)CCNC(=O)c1c[nH]c2c1ccc1ccccc12
→ ·	·	·	0%	-1	·	-11%	·	?
CSCCC(NC(=O)COc1ccccc1)C(=O)N1CCN(C(C)=O)CC1 (centres undefined)
→ -0.5%	2	7	-2%	-4	12	0%	-5	5%
CC(Oc1cccc(F)c1)C(=O)Nc1ccc(N2CCOCC2)cc1 (centres undefined)
→ -0.4%	-3	19	0%	-12	7	-14%	·	6%
COc1ccc(NC(=O)CC2C(=O)NC3CCCCC3N2C(=O)c2ccc(F)cc2)cc1 (centres undefined)
→ 2.0%	-3	0	-4%	-1	·	0%	-2	-30%
Cn1c(-c2sc3cc(C(F)(F)F)cnc3c2-c2ccccc2)n[nH]c1=S
→ 3.1%	-16	0	-1%	-7	-1	0%	-5	2%
O=C(CCN1C(=O)c2ccc(Br)cc2C1=O)NC1CCCCC1
→ 6.2%	-15	8	-4%	-2	9	4%	-1	7%
Cc1nnc(N2CCN(C(=O)NC(C)C)CC2)c2nn(-c3ccccc3)c(C)c12
→ 0.2%	17	1	·	-1	-9	·	-1	·
COc1ccc(NS(=O)(=O)c2cccc(C(=O)O)c2)cc1S(=O)(=O)N1CCCCC1
→ ·	·	·	-1%	-7	·	3%	·	4%
CSc1ccccc1OCc1cc(C(=O)N2CCCC2c2nonc2C)no1 (centres undefined)
→ 4.2%	-11	5	1%	-6	5	-8%	-1	2%
Cc1nnsc1NC(=O)OCC(C)C
→ 1.5%	11	0	-4%	-4	3	-7%	-7	1%
CCc1ccccc1Nc1nc2cc(Cl)c(Cl)cc2nc1-n1nc(C)cc1C
→ 2.2%	6	1	3%	-3	-5	-7%	1	1%
Cn1cccc1/C=C1\SC(=S)N(NC(=O)c2ccc(Cl)cc2)C1=O
→ 0.1%	-34*	14	-7%	0	-2	-1%	-17	-17%
COc1ccccc1OCC(=O)N1CCCC(Nc2ccc(F)c(F)c2)C1 (centres undefined)
→ 1.6%	14	3	-3%	0	2	-1%	-2	5%

Reprinted from the part before: 2 compounds; new compounds follow.
Results follow in this order: RXFP1 ag	D1 antagonist	D1 agonist	GRP78 ERSR act	LDHA block	D2 PAM	Vif-A3G inh	D1 PAM	Vif-A3F inh
Cn1cccc1/C=C1\SC(=S)N(NC(=O)c2ccc(Cl)cc2)C1=O
→ 0.1%	-34*	14	-7%	0	-2	-1%	-17	-17%
COc1ccccc1OCC(=O)N1CCCC(Nc2ccc(F)c(F)c2)C1 (centres undefined)
→ 1.6%	14	3	-3%	0	2	-1%	-2	5%
O=C(NCC(c1ccco1)S(=O)(=O)c1cccs1)c1ccc(F)c(F)c1 (centres undefined)
→ -0.4%	·	1	1%	-5	0	-2%	-1	0%
COc1cccc(-c2ccc3ncnc(N(C)Cc4ccco4)c3c2)c1
→ 3.5%&3.1%	-13&4	3&0	-6%&-1%	0	12	2%	-7&1	2%
CCOCCCNC(=O)C(c1ccc(C)cc1)N(Cc1cccs1)C(=O)CNC(C)=O (centres undefined)
→ 0.4%	9	0	-3%	0	10	4%	-2	-17%
COc1ccc(CN(C)CCc2ccccn2)c(OC)c1OC
→ 3.1%	8	3	-5%	?	-6	-1%	1	-5%
NC(=O)C1CCN(C(=O)CCn2c(=O)oc3ccccc32)CC1
→ 1.3%	-24	7	3%	-13	10	1%	10	-10%
COc1cc(/C=C2/SC(=S)NC2=O)ccc1OS(=O)(=O)c1ccc(C)cc1
→ 1.6%	-21	8	-6%	-34*	1	-20%	-9	-1%
CCOC(=O)N1CCc2c(sc3c2c(=O)n(-c2ccc(CC)cc2)c(=O)n3CC(=O)c2ccc(F)cc2)C1
→ 24%	-3	4	-2%	-15	-3	-3%	-5	1%
O=C(NC(=S)N1CCCC(C(F)(F)F)C1)c1ccc(F)cc1 (centres undefined)
→ 1.0%	-3	1	0%	-15	2	?	-1	?
Cc1ccc(N2C(=O)[C@@H]3C(C(=O)CN4C(=O)c5ccccc5C4=O)=NN[C@@H]3C2=O)c(C)c1
→ 6.3%	-4	1	-1%	-4	4	-1%	4	-6%
O=C(Nc1nncs1)c1cccc(S(=O)(=O)N2CCOCC2)c1
→ 0.2%	-3	2	-1%	-19	10	1%	-2	8%
Cc1cc(NCc2ccccc2)nc(N2CCOCC2)n1
→ 0.1%	-91*	2	3%	1	-6	-6%	-7	-1%
O=C(CSc1nnc(NC(=O)c2c(F)cccc2F)s1)Nc1ccc(F)cc1
→ 17%	-11	3	9%	-3	2	-6%	5	4%
COc1ccc(S(=O)(=O)N(CC(=O)NC2CC2)c2ccc(C)cc2)cc1
→ -3.0%	0	2	4%	-1	1	0%	6	-1%
CC(=O)Nc1ccc(S(=O)(=O)N(C)CC(=O)OCC(=O)c2cc(C)n(-c3ccc4c(c3)OCO4)c2C)cc1
→ -0.9%	-8	1	-3%	-1	1	1%	-3	3%
COc1ccc(Cn2nnnc2CN2CCCCCC2)cc1
→ -0.9%	-6	0	-3%	0	-7	-1%	-3	1%
CCCN(C(=O)C1=COCCO1)c1c(N)n(Cc2ccccc2)c(=O)[nH]c1=O
→ 0.2%	16	0	-2%	-10	8	-1%	-5	-3%
Nc1nc(SCC(=O)N2CCc3ccccc32)[nH]c(=O)c1-c1ccccc1
→ -0.3%	8	-1	-6%	-1	9	-9%	1	-1%
O=C(CN1CCN(c2cccc(C(F)(F)F)c2)CC1)Nc1ccc2c(c1)OCCCO2
→ ·	·	·	-2%	0	·	-1%	·	2%
COC(=O)c1ccccc1NC(=S)N1CCN(c2ccccc2)CC1
→ 1.0%	-14	2	-1%	0	-10	2%	5	-10%

From PubChem BioAssay
